Screening results: PubChem, National Center for Advancing Translational Sciences (NCATS)
GPT2 inh: Primary qHTS assay for inhibitors of Glutamate pyruvate transaminase 2 (GPT2); Recombinant GPT2, coupled pyruvate oxidase/HRP Amplex Red fluorescence; Potency, µM (titrated, usually from 57.7 µM), for the others: at the top dose activity change, negative = inhibition, actives largely listed as inhibitors; actives 0.25% (n = 100,000); AID 1671188, 2021; also: potency is read from the fitted curve at half-maximal effect; nearly all actives have a fitted effect of over 60% in size; many of its hits are not listed in these tables
Target sequence (Q8TD30 whole entry, looked up): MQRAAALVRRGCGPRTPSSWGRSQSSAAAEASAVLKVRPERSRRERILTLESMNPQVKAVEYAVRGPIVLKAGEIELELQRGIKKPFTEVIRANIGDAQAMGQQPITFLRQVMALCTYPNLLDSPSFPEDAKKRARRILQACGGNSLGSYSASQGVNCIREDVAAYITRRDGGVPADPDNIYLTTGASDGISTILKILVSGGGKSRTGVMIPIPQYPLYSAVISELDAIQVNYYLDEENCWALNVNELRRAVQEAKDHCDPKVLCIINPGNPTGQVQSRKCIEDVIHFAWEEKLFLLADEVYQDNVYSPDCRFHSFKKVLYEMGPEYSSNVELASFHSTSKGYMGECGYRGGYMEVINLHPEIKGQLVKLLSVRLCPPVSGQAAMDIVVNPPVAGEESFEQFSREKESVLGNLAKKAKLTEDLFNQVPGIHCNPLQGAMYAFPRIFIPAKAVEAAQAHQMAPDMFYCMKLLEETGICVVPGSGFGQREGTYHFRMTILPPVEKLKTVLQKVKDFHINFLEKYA
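Inhibition is scored from Amplex Red fluorescence generated when pyruvate oxidase and HRP act on pyruvate released by GPT2. Reactions contain 10ng/uL enzyme, 250uM a-KG and 2mM L-alanine and run 30 min at room temperature.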
HEK293 viab: GF-AFC viability counterscreen for inhibitors of alpha-synuclein gene (SNCA) expression; Potency, µM (highest dose often 57.1 µM), for the others: at the top dose activity change, negative = cytotoxicity, actives largely listed as cytotoxic; HEK-293-SNCA-luc viability, GF-AFC fluorescence, 24 h; actives 0.12% (n = 150,000);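 also: potency is read from the fitted curve at half-maximal effect; 0% = DMSO-treated cells and -100% = medium-only wells without cells; nearly all actives have a fitted effect of over 30% in size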
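Cytotoxicity counterscreen: after 24 h compound treatment of genome-edited SNCA-luciferase HEK-293 cells, live-cell protease substrate GF-AFC read by fluorescence after 30 min; activity scaled between DMSO (0%) and medium-only (-100%), curves Hill-fitted.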
NIH3T3 tox: Cytotoxic Profiling in NIH 3T3 Cell Line of Diverse Libraries Using Quantitative High-Throughput Screening; NIH 3T3 viability, CellTiter-Glo ATP luminescence, 48-72 h; Potency, µM (series often up to 96.7 µM), for inactives: at the top dose activity change, negative = cytotoxicity, actives largely listed as inhibitors; actives 4.3% (n = 94,000); AID 1345082, 2018; also: potency is read from the fitted curve at half-maximal effect; nearly all actives have a fitted effect of over 55% in size
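Cytotoxicity is measured as loss of cellular ATP: NIH 3T3 cells (400/well) are exposed to compound for 48 or 72 hr at 37 °C, then CellTiter-Glo luminescence is imaged after 10 min at room temperature.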
IP6K1 inhibitor: Primary qHTS assay for small molecule inhibitors of Inositol hexaphosphate kinase 1 (IP6K1); activity change, % (series mostly up to about 58 µM); Inositol hexakisphosphate kinase 1 (Homo sapiens), Q92551; actives 0.81% (n = 140,000); IP6K1 kinase, ADP-Glo luminescence, 2 h; hits give low values; in the data active = activity change below about -25%
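ADP-Glo luminescence measures ADP made by human IP6K1 during a 2 h RT reaction with ATP/IP6 (mix at 1.3 mM/130 uM); top library doses 57.5 and 19.1 uM final.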
Luciferase inh: Firefly luciferase inhibition profiling of diverse chemical library using quantitative high-throughput screening. Luciferin 4-monooxygenase (Photinus pyralis), P08659. purified P. pyralis luciferase, luminescence, biochemical. Potency, µM (top dose mostly 115 µM), for the others: at the top dose activity change, negative = inhibition, hits mostly inhibitors. actives 2.5% (n = 76,000); also: potency is read from the fitted curve at half-maximal effect; nearly all actives have a fitted effect of over 65% in size
Target sequence (P08659 whole entry, looked up): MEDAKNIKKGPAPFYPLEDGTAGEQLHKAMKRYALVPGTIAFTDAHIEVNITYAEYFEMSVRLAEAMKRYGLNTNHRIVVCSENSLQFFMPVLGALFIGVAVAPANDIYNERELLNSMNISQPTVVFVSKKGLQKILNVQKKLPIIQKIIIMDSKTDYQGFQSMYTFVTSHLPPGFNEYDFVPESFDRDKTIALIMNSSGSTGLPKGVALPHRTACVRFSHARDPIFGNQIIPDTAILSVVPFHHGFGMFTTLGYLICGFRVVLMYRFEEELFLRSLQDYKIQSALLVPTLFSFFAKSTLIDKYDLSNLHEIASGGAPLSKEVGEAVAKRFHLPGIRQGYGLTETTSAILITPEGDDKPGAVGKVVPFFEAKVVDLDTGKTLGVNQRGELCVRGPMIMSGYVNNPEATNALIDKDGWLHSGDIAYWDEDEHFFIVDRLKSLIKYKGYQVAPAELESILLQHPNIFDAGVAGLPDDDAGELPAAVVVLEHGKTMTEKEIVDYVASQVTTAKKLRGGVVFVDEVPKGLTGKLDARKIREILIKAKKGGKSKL
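Purified 10nM P. pyralis luciferase with 10uM D-luciferin and 10uM ATP in 50mM Tris acetate pH 7.5, 10mM Mg acetate, 0.01% Tween-20, 0.05% BSA. qHTS titration; luminescence read by CCD imager.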
SNCA expr inh: Primary qHTS assay for inhibitors of alpha-synuclein gene (SNCA) expression; actives 0.17% (n = 140,000); Potency, µM (highest dose often 57.2 µM), without a hit: at the highest dose activity change, negative = inhibition, usual class: inhibitors; HEK-293 SNCA-luciferase knock-in, luminescence, 24 h;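 also: potency is read from the fitted curve at half-maximal effect; plate controls were DMSO cells for no effect and cell-free wells for full effect; nearly all actives have a fitted effect of over 45% in size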
HEK cytotox: Cytotoxic Profiling in HEK 293 Cell Line of Diverse Libraries Using Quantitative High-Throughput Screening | HEK 293 viability, ATP luminescence (CellTiter-Glo), 48-72 h | Potency, µM (doses to about 115 µM), inactives show at the highest dose activity change, negative = cytotoxicity, usual class: inhibitors | actives 6.6% (n = 94,000) | AID 1345083, 2018; also: potency is read from the fitted curve at half-maximal effect; nearly all actives have a fitted effect of over 60% in size
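qHTS cytotoxicity; HEK 293, 250 cells/well; compound pinned; 48 or 72 hr, 37 degree Celsius, 5% CO2, 95% humidity; CellTiter-Glo, 10 min RT; luminescence (ATP).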
The depositor's hits bear a star; i = inactive; ? = inconclusive; . = not tested or not shown; [ ] = another dose, or the depositor's remark. Unless noted, calls follow the shape of the dose curve; as a rule, active = well fitted curve in the direction sought with a large enough effect; inconclusive = small, poorly fitted or top-dose-only effect, or another doubt; inactive = no such curve, though single readings can be large; an effect the other way counts as inactive or inconclusive. Unless noted, % is scaled to controls: 0 for no effect and ±100 for the full control effect. Some of the compounds tested (hit frequency here may not be typical).

Value order: GPT2 inh | HEK293 viab | NIH3T3 tox | IP6K1 inhibitor | Luciferase inh | SNCA expr inh | HEK cytotox
- CCN(Cc1ccccc1)C(=O)CC1CCCN(c2cn[nH]c(=O)c2)C1 (stereo not given)
 : i | 12% | -13% | 1 | 2% | 1% | -2%
- CC(C)(O)CCc1cccc(C(=O)N[C@H]2CCC[C@H]2C(N)=O)c1
 : 3% | -2% | -9% | -3 | -3% | -17% | -3%
- Cc1ccccc1CSc1cn(CC(=O)N2CCCC2)c2ccccc12
 : . | -30% | . | 27 | . | 71%[activator] | .
- O=Cc1ccccc1-c1cccc(O)c1
 : -5%[88.5 µM] | -27%[87.6 µM] | ? | -21 | . | -27%[87.6 µM] | ?
- Oc1cccc(O)c1
 : 4% | 14%[23.9 µM] | . | 6 | . | -12%[25.6 µM] | .
- CC(NC(=O)CN1C(=O)COc2ccc(C(=O)COc3cccc(F)c3)cc21)c1ccccc1 (stereo not given)
 : i | -22% | ? | 15 | -5% | -20% | ?
- CCCCNC(=O)CSc1nc2cc3c(cc2c(=O)n1CCCCCC(=O)NCCc1ccc(OC)c(OC)c1)OCO3
 : . | 3% | . | 2 | . | 23% | .
- Cc1cccc(C(=O)N2C(C(=O)NCc3ccco3)COC23CCN(C(=O)c2ccco2)CC3)c1 (stereo not given)
 : i | 8% | -5% | -1 | 3% | 42%[activator] | -18%
- COc1ccc(-c2noc(COc3cc(C)ccc3C)n2)cc1OC
 : . | 0% | . | 4 | . | 49%[activator] | .
- O=C(COc1ccccc1)N[C@@H]1C[C@H](Cn2cc(C3CC3)nn2)[C@@H](O)[C@H]1O
 : 1%[88.5 µM] | -1%[87.6 µM] | i | -6 | -5%[172 µM] | 2%[87.6 µM] | i
- O=C1OC[C@@H]2CCN(Cc3cnc4ccccc4c3)Cc3ccc(F)cc3N12
 : 1%[88.5 µM] | 1%[87.6 µM] | -15%[174 µM] | -9 | 4%[172 µM] | -12%[87.6 µM] | -12%[172 µM]
- C=CC(=O)N1CCC(Oc2cc3c(Nc4ccc(Cl)c(Cl)c4F)ncnc3cc2OC)CC1
 : -5% | -5% | . | -10 | . | . | .
- COc1ccccc1NC(=O)c1nc(SCc2ccc(F)cc2)ncc1Cl
 : . | 4% | . | -12 | . | -18% | .
- Cc1n[nH]c(C)c1CN1C[C@@H](CO)[C@H](NC(=O)c2ccccc2)C1
 : i | 0% | -22% | -11 | 5% | 14% | -25%
- CC(Oc1ccc(O)cc1)(P(=O)(O)O)P(=O)(O)O
 : -19% | -18% | . | . | . | ? | .
- O=C(Cc1ccccn1)N1CCC2(CC1)CCN(Cc1cccs1)c1ccccc1O2
 : i | -18% | ? | -4 | -10% | -14% | ?
- COc1cccc(NC(=O)CSC2=Nc3ccccc3C3=NC(CC(=O)NCc4ccc5c(c4)OCO5)C(=O)N23)c1 (stereo not given)
 : . | -30% | . | 17 | . | 18% | .
- CCOc1ccc(-c2cc3c(=O)n(CCNC(=O)c4ccc(F)c(F)c4)ccn3n2)cc1
 : i | 8% | i | -2 | -6% | 66%[activator] | i
- O=C(NCC1CCCO1)c1ccc(-c2ccc(N3CCSCC3)nc2)cc1 (stereo not given)
 : i | 6% | -6% | 8 | ? | 10% | ?
- O=C1COc2ccc(-c3ccsc3)nc2CN1Cc1ccccc1
 : i | 4%[87.6 µM] | ? | -14 | -20%[172 µM] | 15%[87.6 µM] | 100µM*
- CN1CCN(Cc2cn3c(=O)n(C)cc(-c4ccccc4F)c3n2)CC1
 : 4%[88.5 µM] | -1%[87.6 µM] | i | 4 | 2%[172 µM] | -4%[87.6 µM] | ?
- O=C(c1ccc(Cn2cccn2)o1)N1CCOCC(O)(CN2CCCC2)C1 (stereo not given)
 : 1% | 5% | -13% | -1 | 3% | -11% | -8%
- COc1ccc(Cl)cc1C(C(=O)O)N1CCCN(c2ncccn2)CC1 (stereo not given)
 : -35% | 4% | i | 27 | -11% | 0% | 1%
- COc1ccc(CNC(=O)Cc2coc3ccc(C(C)C)cc23)cc1
 : . | 5% | . | -8 | . | -1% | .
- N#CC1CCN(C(=O)C2CCN(c3nccc(Nc4ccccc4F)n3)CC2)CC1
 : i | ? | ? | 2 | . | ? | ?
- COc1ccc(S(=O)(=O)N(CC(=O)NCc2ccccc2)c2ccc(C)cc2)cc1OC
 : . | ? | . | -26* | . | -27% | .
- COCCc1noc(C2Cc3ccccc3N2C(=O)NCC(=O)OC)n1 (stereo not given)
 : 5% | -1% | 3% | 10 | 2% | 16% | 5%
- COC(=O)CCC(=O)OC[C@]1(C)CCC[C@@]2(C)C3CC[C@]4(C)C=CC3(CCC12)C4 (stereo not given in full)
 : i | 4%[23.9 µM] | . | 13 | . | . | .
- CCOc1ccc(S(=O)(=O)Nc2ccc3oc(C)c(C(=O)OCCOC)c3c2)cc1
 : . | -5% | . | -3 | . | -19% | .
- Cc1ccccc1S(=O)(=O)N1CCC2(CC1)CC1C(=O)NCCN1C2 (stereo not given)
 : 5% | 13% | i | 7 | -2% | 20% | 0%

Looked up by structure from the entries so far (2):
Value order: GPT2 inh | HEK293 viab | NIH3T3 tox | IP6K1 inhibitor | Luciferase inh | SNCA expr inh | HEK cytotox
- Oc1cccc(O)c1
 : 4% | 14%[23.9 µM] | . | 6 | . | -12%[25.6 µM] | .
- CCCCNC(=O)CSc1nc2cc3c(cc2c(=O)n1CCCCCC(=O)NCCc1ccc(OC)c(OC)c1)OCO3
 : . | 3% | . | 2 | . | 23% | .

Additional results:
Value order: GPT2 inh | HEK293 viab | NIH3T3 tox | IP6K1 inhibitor | Luciferase inh | SNCA expr inh | HEK cytotox
- CN1CCc2[nH]nc(C(=O)N[C@H](c3ccccn3)C3CC(O)C3)c2C1 (stereo not given in full)
 : ? | -2% | -11% | 26 | -9% | 8% | 2%
- COc1cccc(-c2csc(-c3c(N)c(C(=O)c4ccc5c(c4)OCO5)n4ccccc34)n2)c1
 : . | 5% | . | 12 | . | 13% | .
- O=C(Cn1cc(S(=O)(=O)Cc2ccccc2Cl)c2ccccc21)Nc1ccc(F)cc1F
 : . | ? | . | 21 | . | 1% | .
- COCC(=O)N1CCN(C(=O)Nc2ccccc2)C[C@@H]1C(=O)N[C@@H](Cc1ccc(OC)cc1)C(=O)OC
 : 0% | -1% | 1% | -4 | 8% | -12% | i
- CN1CCN(c2nc3c(c(=O)[nH]2)CCN(Cc2ccc4cc[nH]c4c2)CC3)CC1
 : i | -4% | -7% | 19 | 15% | -13% | -6%
- CC1=C[C@@H](CNS(=O)(=O)c2ccc(F)cc2)[C@H](C(C)C)C[C@H]1CC(=O)NCCN(C)C
 : -7% | -5% | 40µM* | -12 | 1% | -4% | ?
- Cc1cc2c(=O)c(C(=O)c3ccncc3)cn(CC(=O)Nc3cccc(C)c3C)c2cc1C
 : . | -15% | . | 28 | . | -17% | .
- Cn1c(NCCCO)nc2c1c(=O)n(Cc1cccc(F)c1)c(=O)n2C
 : . | 7% | . | -8 | . | ? | .
- Cc1noc(C)c1-c1cc2cc(C(C)C)oc2c(N(C)CCN(C)C)n1
 : ? | -23%[87.6 µM] | 25µM* | -4 | 1%[172 µM] | 23%[87.6 µM] | 35µM*
- Cc1nccn1C(C)C(=O)NCc1cccnc1N(C)Cc1ccccc1 (stereo not given)
 : 0% | 7% | -15% | 21 | -7% | 3% | -21%
- Cc1ccc([S+](=O)([O-])N2CCC(C(=O)N3CCCC(c4nc5ncccc5[nH]4)C3)CC2)cc1 (stereo not given)
 : i | -2% | ? | 8 | . | ? | 28µM*
- COc1cc2c(cc1OC)n(CC(=O)c1cc(C)ccc1C)c(=O)n1nc(CCn3nc(C)cc3C)nc21
 : . | -5% | . | 12 | . | 23% | .
- Cc1nc2cc(C(=O)O)ccc2n1-c1ccc(C(C)C)cc1
 : . | -2% | . | 22 | . | 97%[activator] | .
- COCCNc1cc(-c2noc([C@@H]3CCCN3CC(C)C)n2)ccn1
 : ? | -25%[87.6 µM] | ? | 8 | -7%[172 µM] | 7%[87.6 µM] | ?
- O=C(COc1ccccc1)N(Cc1cccnc1)c1nc2ccc(Cl)cc2s1
 : . | -6% | . | -3 | . | 5% | .
- CNC(=O)c1nc2cccnc2n(Cc2ccc(OC)cc2)c1=O
 : i | 1%[87.6 µM] | -23%[138 µM] | -7 | . | 8%[87.6 µM] | -16%[172 µM]
- O=C(NCCC1CCN(C(=O)Nc2cc(F)cc(F)c2)CC1)c1ccc2nc[nH]c2c1
 : i | 11% | -4% | -4 | ? | 27% | 2%
- COCCNC(=O)[C@@H]1C[C@H](Oc2cccnc2)CN1C(=O)c1cnc(C)cn1
 : i | 4% | i | 3 | 6% | -11% | -10%
- C=C(C)COc1ccccc1C(=O)NC(C(=O)O)c1c(C)n[nH]c1C (stereo not given)
 : -5% | 2% | -11% | 8 | 1% | -29% | -3%
- C=CCN1CCN(C(=O)c2nnn3cc(-c4ccccc4)[nH]c(=O)c23)CC1
 : 3% | 8% | 1% | 2 | -7% | 3% | -9%
- CN(Cc1ccccc1)C1CCOc2ccccc21 (stereo not given)
 : 0%[88.5 µM] | 13%[87.6 µM] | 2%[138 µM] | -5 | -4%[172 µM] | -27%[87.6 µM] | -23%[172 µM]
- COc1ccc(OC2CCN(C(C)=O)CC2)c(C(=O)N2C[C@@H]3CCC[C@H]2C3)c1
 : i | -19% | 2% | 4 | -7% | 16% | 11%
- Cc1cc(Cl)ccc1NC(=O)C1CN(S(C)(=O)=O)CC12CCCCC2 (stereo not given)
 : i | -18% | -27% | 41 | 11% | ? | ?
- CNC(=O)c1cc(C)nc2onc(C3CCCN3C(=O)c3ccccc3)c12 (stereo not given)
 : . | . | -14% | -7 | . | . | -8%
- CCN1CCN(C(=O)c2c(C)nn(-c3ccc(F)cc3)c2-n2cccc2)CC1
 : . | -5% | . | 5 | . | -10% | .
- Cc1ccc(C(=O)N2CCC3(CC2)N(c2ccccc2)C(=O)CS3(=O)=O)cc1F
 : -8% | 4% | -12% | 14 | 6% | -12% | 2%
- CCOc1ccc(NC(=O)N2CCC(N3CCCCC3)CC2)cc1
 : . | 2% | . | 5 | . | 23% | .
- CC(C)N1CCN(C(=O)c2cc3c(=O)[nH]c(-c4ccccc4)cn3n2)CC1
 : i | -14% | -20% | -14 | -7% | 16% | -25%
- Cc1nccn1CC(=O)N[C@@H]1CN(Cc2ccccn2)C[C@H]1CO
 : i | -4% | 3% | 6 | -4% | -21% | -1%
- Cc1noc(-c2ccc(OC3CN(C(=O)CC4CCCC4)C3)cc2)n1
 : i | -1% | ? | -7 | 10% | -8% | 32µM*
